Screening data deposited in PubChem BioAssay by several laboratories.
KCNQ2 block: KCNQ2 channel blockers in CHO-K1 cells – cell-based, FluxOR thallium flux, B-score, primary screen (AID 2156). 20 min; stronger effect = lower value. 310,000 compounds, 1.1% hits. B-score at 10 µM;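 active = fluorescence ratio B-score at most minus 3 library SDs, with starting brightness B-score within 2 library SDs, cut at about -5.5 in these data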
STK33 kinase inh: inhibitors of human STK33 kinase. 320,000 compounds, 0.073% hits. inhibition, % at 10 µM. purified STK33, MBP phosphorylation, ADP-Glo luminescence. AID 2661. Q9BYT3;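 active = inhibition at or above 25%, using the most active replicate where run in duplicate; inactive = inhibition below 25%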
Target sequence (Q9BYT3 whole entry, looked up): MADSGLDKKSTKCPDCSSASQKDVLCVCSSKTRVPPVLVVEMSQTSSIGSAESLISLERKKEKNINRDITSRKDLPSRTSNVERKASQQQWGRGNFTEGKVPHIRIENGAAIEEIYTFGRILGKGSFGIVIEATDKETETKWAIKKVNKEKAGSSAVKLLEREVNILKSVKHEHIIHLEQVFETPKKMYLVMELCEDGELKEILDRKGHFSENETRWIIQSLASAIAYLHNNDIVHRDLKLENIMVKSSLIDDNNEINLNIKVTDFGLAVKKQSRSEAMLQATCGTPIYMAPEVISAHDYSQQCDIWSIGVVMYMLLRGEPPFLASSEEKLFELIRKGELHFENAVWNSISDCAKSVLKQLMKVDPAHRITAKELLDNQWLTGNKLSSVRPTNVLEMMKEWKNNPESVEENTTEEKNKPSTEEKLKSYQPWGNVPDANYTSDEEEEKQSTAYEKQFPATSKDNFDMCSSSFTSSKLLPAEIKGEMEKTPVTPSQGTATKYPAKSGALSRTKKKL
OX1R FRET antag: OX1R (human) antagonism. OX1R-expressing cells, FRET antagonist read-out. inhibition, % at 6.6 µM. 330,000 compounds, 1.8% hits; in the data active = inhibition mostly above about 38%, no sharp cut-off; inactive = mostly below about 40%;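 also: 0% = agonist challenge alone and 100% = reference antagonist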
Target sequence (O43613 whole entry, looked up): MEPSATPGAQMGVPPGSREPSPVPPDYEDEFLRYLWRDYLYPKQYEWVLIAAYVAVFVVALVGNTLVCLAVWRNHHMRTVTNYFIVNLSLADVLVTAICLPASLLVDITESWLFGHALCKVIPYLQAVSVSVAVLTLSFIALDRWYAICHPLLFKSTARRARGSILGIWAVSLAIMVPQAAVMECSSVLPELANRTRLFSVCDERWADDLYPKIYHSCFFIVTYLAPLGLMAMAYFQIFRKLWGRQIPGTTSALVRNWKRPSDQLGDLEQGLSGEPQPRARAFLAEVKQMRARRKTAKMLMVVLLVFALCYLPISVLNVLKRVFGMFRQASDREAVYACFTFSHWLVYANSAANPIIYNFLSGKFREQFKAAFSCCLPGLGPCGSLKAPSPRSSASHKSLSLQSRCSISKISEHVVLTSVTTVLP
* hit, by the source's call; i = inactive; x = not tested or not shown.

SMILES	KCNQ2 block	STK33 kinase inh	OX1R FRET antag
Cc1cccc[n+]1CC(=O)Nc1ccc([N+](=O)[O-])cc1	i	-0.3	16.1
COc1ccc(C2CC(c3ccccc3O)=NN2C(=O)c2ccccc2)cc1OC (stereo not given)	i	-0.4	9.4
O=C(N/N=C/c1ccccc1)c1cc(=O)[nH]c2ccccc12	i	-1.8	18.5
COc1ccc2cc(C(c3nnnn3Cc3ccc(F)cc3)N3CCCCCC3)c(=O)[nH]c2c1 (stereo not given)	i	x	9.1
CCC(C(=O)NCCCN1CCN(C)CC1)n1nc(C)c2sc3ccccc3c2c1=O (stereo not given)	i	1.5	13.2
CN1CCC(=NNC(=O)c2ccc(N(Cc3ccccc3Cl)S(C)(=O)=O)cc2)CC1	i	0.5	19.4
COC(=O)Cn1c(=O)c2c(nc3n2CCCN3Cc2ccccc2)n(C)c1=O	i	-0.5	8.7
CCOC(=O)CN(C(=O)COc1nc(-c2ccccc2)cc(C)c1C#N)c1ccccc1	i	-21.3	-0.4
Cc1cc(N2CCN(S(=O)(=O)c3ccccc3)CC2)nc2c(C)cccc12	i	-0.5	-6.0
Cc1cc(C)cc(C(=O)NC(CC(N)=O)c2ccc(NCC3CC3)c([N+](=O)[O-])c2)c1 (stereo not given)	i	-0.3	8.1
Cc1ccc(-c2nnn(CC(=O)N(c3cccc(F)c3)C(C(=O)NC3CCCC3)c3ccco3)n2)o1 (stereo not given)	i	-1.5	5.8
CCOc1ccc(CCNC(=O)C2CCCN(c3nn4c(=O)cc(C)nc4s3)C2)cc1OCC (stereo not given)	i	-1.8	20.6
CCC1CCCCN1c1nc(-c2cccc(OC)c2O)nc2ccccc12 (stereo not given)	i	-1.0	15.4
N/C(=N\c1nc2c(c(=O)[nH]1)CCC2)Nc1ccccc1C(F)(F)F	i	-2.3	7.7
Nc1nc(SCC(=O)NC2CCCCC2)[nH]c(=O)c1-c1ccccc1	i	-3.1	13.4
Cc1cccc(NC(=S)N2CCCC2)c1	i	-2.5	6.7
Cc1sc(N/N=C/c2cc([N+](=O)[O-])ccc2O)nc1-c1ccccc1	i	1.5	1.9
O=C(OCc1ccccc1)c1ccccc1	i	-0.9	8.1
O=C(NC(Cc1ccccc1)C(=O)O)c1ccco1 (stereo not given)	i	-1.1	12.8
COc1ccc(NC(=O)Cn2c(=O)n(CCC(=O)NCC3CCCO3)c(=O)c3cc(OC)c(OC)cc32)cc1 (stereo not given)	i	-0.4	14.5
CCOC(=O)N1CCN(CCC(=O)Nc2cc(C)ccc2C)CC1	i	-1.1	10.5
CCOC(=O)C1CCN(C(=O)Cn2c(=O)oc3cc(S(=O)(=O)N4CCCC4)ccc32)CC1	i	-0.2	9.0
COc1ccc(Nc2oc(-c3cccs3)nc2C#N)cc1	i	7.2	54.3
Cc1ccc(Nc2cc(C)nc(N3CCOCC3)n2)c(C)c1	i	-1.3	10.5
CCC1(C)Cc2ccccc2-c2nc(NCCO)[nH]c(=O)c21 (stereo not given)	i	-0.8	4.0
Cn1c(=O)n(CC(=O)N2CCOCC2)c2ccccc21	i	-0.9	9.2
CC(=O)NC(c1ccc(C(C)C)cc1)c1ccc2cccnc2c1O (stereo not given)	i	-0.5	20.3
CC(OC(=O)c1ccc2ccccc2n1)C(=O)c1ccccc1 (stereo not given)	i	4.8	8.9
CCc1c(C)sc(NC(=O)c2cc(-c3ccco3)on2)c1C#N	i	0.9	25.5
COc1ccc(-n2nc3c(c2NC(=O)CC(C)C)CS(=O)C3)cc1 (stereo not given)	i	-1.3	16.2
O=C(c1ccco1)N1CCN(Cc2nnnn2CC2CCCO2)CC1 (stereo not given)	i	-0.1	26.3
CCCNc1[nH]c(=O)n(C)c(=O)c1N=O	i	-1.1	69.1*
COc1cccc(CNC(=O)C2CCN(S(=O)(=O)c3cccc4nonc34)CC2)c1	i	-1.0	20.5
CCOc1ccc(N/C=C/C(=O)c2ccc(OC)cc2)c([N+](=O)[O-])c1	i	-0.9	11.2
CCN(CC)S(=O)(=O)c1cccc(NC(=O)CCSc2ccc(Cl)cc2)c1	i	-1.1	6.3
COc1ccc(-c2c(-c3ccc(O)cc3O)n[nH]c2C)cc1OC	i	0.8	14.8
C=CCSc1nnc(CCCCCN2C(=O)c3cccc4cccc(c34)C2=O)o1	i	1.0	13.3
Cc1ccc2c(c1)N(CC(=O)c1cccc(Cl)c1)C(=O)C(C)O2 (stereo not given)	i	-0.7	7.4
CCc1nc(SCC(=O)Nc2cc(C)on2)c2c(C)c(C)sc2n1	i	-1.2	17.8
Cc1ccccc1-n1nnnc1-c1ccccc1	i	0.7	19.8

OX1R FRET antag, hit marks shown above
SMILES	KCNQ2 block	STK33 kinase inh	OX1R FRET antag
CCCNc1[nH]c(=O)n(C)c(=O)c1N=O	i	-1.1	69.1*

Later entries:
SMILES	KCNQ2 block	STK33 kinase inh	OX1R FRET antag
COc1cccc(NC(=O)C2CCN(S(=O)(=O)c3ccc4c(c3)OCCO4)CC2)c1	i	0.2	5.7
Cc1ccc(N(C(=O)c2ccc3c(c2)OCO3)C2C=CS(=O)(=O)C2)cc1 (stereo not given)	i	-0.2	7.5
Cc1ccc(NCC(=O)N=Nc2c(O)n(C)c3ccccc23)cc1	i	-1.0	94.5*
Brc1ccc(-c2nnc3c4ccccc4nc(N4CCOCC4)n23)cc1	i	-1.7	11.7
COc1ccc(NC(=O)c2ccco2)cc1N	i	0.9	14.7
CCc1ccc(NC(=O)C/C(C)=N/NC(=O)OCc2ccc(OC)cc2)cc1	i	0.5	24.7
CCN(CC)CCn1c(=S)[nH]c2cc(C(=O)NCc3ccc(C)cc3)ccc2c1=O	i	-0.3	-0.8
CCOC(=O)Cc1csc(NC(=O)COc2ccc(OC)cc2)n1	i	0.8	13.5
O=C(/C=C/c1ccc(OCCCF)cc1)N1CCOCC1	i	-3.1	-11.3
COc1ccccc1/C=N/NC(=O)CNC(=O)c1ccc(S(=O)(=O)N2CCCC2)cc1	i	0.4	18.8
CCCCCC(=O)NC(=S)Nc1ccc(N2CCCCC2)c(Cl)c1	i	-1.5	14.1
Cc1cccc(C)c1Oc1nc(-c2ccccc2)ncc1S(=O)(=O)c1ccccc1	i	-1.3	9.7
O=C(c1ccccc1)C1CN(Cc2ccccc2)CCC1(O)c1ccccc1 (stereo not given)	i	-1.1	9.1
COc1ccc2oc(C(=O)OCC(=O)N(C)CC(=O)Nc3ccc(F)cc3)c(C)c2c1	i	0.0	25.2
Nc1nc(SCC(=O)Nc2cccnc2Cl)n[nH]1	i	0.8	8.0
O=C(O)CN(c1ccccc1F)S(=O)(=O)c1ccccc1	i	-0.3	6.3
CN(C(=O)CCc1nnc(-c2ccc(-c3ccccc3)cc2)o1)C1CCOCC1	i	-0.9	24.1
Cc1ccc(NC(=O)c2sc3ncn(CC(=O)N4CCN(c5ccccn5)CC4)c(=O)c3c2C)cc1F	i	-1.8	5.8
O=C(O)c1ccc2c(c1)OCCCO2	i	-0.9	17.2
COc1ccccc1-c1cc(C(F)(F)F)nc(S(=O)(=O)CCCC(=O)NCc2ccc(F)cc2)n1	i	-1.4	2.5
CC[C@@]1(C(=O)OC)N[C@H](CN(C)S(=O)(=O)c2ccc(-c3ccccc3)cc2)[C@@H]2C(=O)N(C)C(=O)[C@@H]21	x	1.2	8.2
COC(=O)C(NS(=O)(=O)c1ccccc1Cl)c1ccccc1 (stereo not given)	i	-1.8	6.7
CC(=O)Nc1ccc(NC(=O)C2CC(=O)N(c3ccc(Cl)cc3)C2)cc1 (stereo not given)	i	0.3	2.8
Cc1cc(C)c(S(C)(=O)=O)c(S(=O)c2ccc(Cl)cc2)n1 (stereo not given)	i	0.0	4.5
CC[C@@H]1C=C(C(=O)O)[C@H](c2ccc(C)cc2)N1S(=O)(=O)c1ccc(C)cc1	x	-0.3	4.0
COC(=O)C(C)Sc1nnc(Cc2cc(=O)[nH]c(=O)[nH]2)n1-c1ccc(Cl)cc1 (stereo not given)	i	0.2	9.9
O=C(c1ccco1)N1CCN(C(=S)Nc2cc(F)cc(F)c2)CC1	i	-1.1	10.7
O=C(Nc1cccc(Cl)c1)C1CCCN(S(=O)(=O)c2cnc[nH]2)C1 (stereo not given)	i	-0.8	12.1
O=C(COc1ccccc1)Nc1nnc(COc2ccccc2)s1	i	0.6	x
CCOc1ccc(NCCC(=O)c2ccc3c(c2)OCO3)cc1	i	-2.4	-1.2
CSc1nnnn1CCn1nnnc1SC	i	-3.0	22.6
Nc1ccc(S(=O)(=O)NC2(C(F)(F)F)NC(=O)N(c3ccccc3Cl)C2=O)cc1 (stereo not given)	i	-0.8	12.6
O=C(c1cccc(S(=O)(=O)N2CCCC2)c1)N1CCCc2ccccc21	i	-1.8	7.3
Cc1sc2ncnc(N/N=C/c3ccccc3O)c2c1C	i	0.6	24.5
CC(C)Oc1ccc(-c2nc(NCC3CCCO3)c3ccccc3n2)cc1 (stereo not given)	i	-0.1	20.5
CC(C)COC(=O)Nc1ccc(C(=O)O)cc1	i	4.0	1.8
COc1ccccc1N1CCN(CCc2n[nH]c(=S)n2-c2ccccc2)CC1	i	-0.8	20.4
COc1ccc(C)cc1C(=O)C1CC(C(=O)O)C(C)(C)C1C (stereo not given)	i	-0.3	7.1
Cc1cc(-n2c(C)cc(C(=O)CN3C(=O)NC4(CCCCC4C)C3=O)c2C)no1 (stereo not given)	i	-0.7	0.8
COc1ccc(S(=O)(=O)N2CCC(n3cnc4cc(C(F)(F)F)ccc43)CC2)cc1	i	-3.3	9.1

Shown with two lines to a compound: 14 of the compounds above.
Each structure is followed by: KCNQ2 block	STK33 kinase inh	OX1R FRET antag
CCOc1ccc(CCNC(=O)C2CCCN(c3nn4c(=O)cc(C)nc4s3)C2)cc1OCC (stereo not given)
  i	-1.8	20.6
CCC1CCCCN1c1nc(-c2cccc(OC)c2O)nc2ccccc12 (stereo not given)
  i	-1.0	15.4
N/C(=N\c1nc2c(c(=O)[nH]1)CCC2)Nc1ccccc1C(F)(F)F
  i	-2.3	7.7
Nc1nc(SCC(=O)NC2CCCCC2)[nH]c(=O)c1-c1ccccc1
  i	-3.1	13.4
Cc1cccc(NC(=S)N2CCCC2)c1
  i	-2.5	6.7
Cc1sc(N/N=C/c2cc([N+](=O)[O-])ccc2O)nc1-c1ccccc1
  i	1.5	1.9
O=C(OCc1ccccc1)c1ccccc1
  i	-0.9	8.1
O=C(NC(Cc1ccccc1)C(=O)O)c1ccco1 (stereo not given)
  i	-1.1	12.8
COc1ccc(NC(=O)Cn2c(=O)n(CCC(=O)NCC3CCCO3)c(=O)c3cc(OC)c(OC)cc32)cc1 (stereo not given)
  i	-0.4	14.5
CCOC(=O)N1CCN(CCC(=O)Nc2cc(C)ccc2C)CC1
  i	-1.1	10.5
CCOC(=O)C1CCN(C(=O)Cn2c(=O)oc3cc(S(=O)(=O)N4CCCC4)ccc32)CC1
  i	-0.2	9.0
COc1ccc(Nc2oc(-c3cccs3)nc2C#N)cc1
  i	7.2	54.3
Cc1ccc(Nc2cc(C)nc(N3CCOCC3)n2)c(C)c1
  i	-1.3	10.5
CCC1(C)Cc2ccccc2-c2nc(NCCO)[nH]c(=O)c21 (stereo not given)
  i	-0.8	4.0

The list goes on.
SMILES	KCNQ2 block	STK33 kinase inh	OX1R FRET antag
COc1ccc(OC)c(S(=O)(=O)N2CCN(CC(O)COc3ccccc3)CC2)c1 (stereo not given)	i	-0.3	2.6
COc1ccc(CCNC(=O)CN2C(=O)NC(CCSC)C2=O)cc1 (stereo not given)	i	-1.0	7.3
COc1cccc(-c2nc(CS(=O)CC(=O)NCCCOC(C)C)c(C)o2)c1 (stereo not given)	i	0.5	4.6
Cc1ccccc1C(=O)NC=C1C(=O)OC(C)(C)OC1=O	i	12.8	3.7
O=C(CCc1nc2sc3c(c2c(=O)[nH]1)CCCC3)Nc1ccccc1Cl	i	-1.1	13.0
CCCS(=O)(=O)N1CCCC(C(=O)NCCc2ccc(OC)c(OC)c2)C1 (stereo not given)	i	0.3	13.3
O=C(NC1(C(F)(F)F)NC(=O)N(C2CCCCC2)C1=O)c1ccco1 (stereo not given)	i	-1.6	-5.0
OCCc1ccc(O)cc1	x	-1.0	10.4
CCCOCC(O)CC(CC)C(=O)NNC(=S)Nc1ccccc1 (stereo not given)	i	0.0	2.3
C=CCOc1ccc(S(C)(=O)=O)cc1	i	-1.0	0.6
COc1ccc(C2CC(c3ccc(Br)cc3)=NN2C(=O)c2cccnc2)cc1 (stereo not given)	i	-0.9	21.7
NC(=O)COC(=O)c1ccc(Oc2ccccc2)cc1	i	-2.9	13.3
CCOC(=O)c1cc(CC)sc1NC(=O)C(c1ccccc1)c1ccccc1	i	-0.1	5.3
C[C@@H](NC(=O)c1[nH]cnc1C(=O)Nc1ccc(Cl)cc1)c1ccccc1	x	-0.7	3.6
COc1ccc(/C(N)=N/OC(=O)C2CCC(=O)N2S(=O)(=O)c2ccc(C)cc2)cc1 (stereo not given)	i	-2.0	9.8
Cc1cccc(N2C(=O)C3C4CC(C(Br)C4Br)C3C2=O)n1 (stereo not given)	i	-1.4	15.5
CCOC(=O)C1CCCN(C(=O)CNC(=O)c2ccc(Br)o2)C1 (stereo not given)	x	2.6	4.3
CN(C)/N=C/C=C1\CCC/C(=C/c2cccs2)C1=O	i	-2.9	45.4
N/C(=N\OC(=O)/C=C/c1ccc(Br)cc1)c1ccccn1	i	0.4	27.1
COc1ccc(OCc2cc(C(=O)NCCN3CCCc4ccccc43)no2)c(Cl)c1	i	0.8	8.3
CC1CC(C)(C)NCc2ccccc21 (stereo not given)	i	-1.4	8.1
C[C@H]1COC(=O)[C@H](CC(=O)OC(C)(C)C)C/C=C\C[C@@H](CC(=O)N(CCO)Cc2ccccc2)C(=O)N1	x	-0.1	7.0
CCOC(=O)CNC(=O)CCc1nnc2ccc(N3CCC(C)CC3)nn12	i	-2.0	1.6
COc1ccc(C(=O)NCc2nnc(SCC(=O)N3CCOCC3)o2)cc1OC	i	0.4	9.5
CCOC(=O)C1CCN(c2cc(=O)n(-c3ccc(OC)cc3)c(=O)[nH]2)CC1	i	-1.5	9.1
